# SENP8 block = blocks human SENP8 cleavage of Nedd8 substrate; 360,000 compounds, 0.64% hits; inhibition, % at 20 µM; Q96LD8; recombinant SENP8, Nedd8 substrate fluorescence; in the data active = inhibition mostly above about 40%, no sharp cut-off; inactive = mostly below about 27%
# Target sequence (Q96LD8 whole entry, looked up): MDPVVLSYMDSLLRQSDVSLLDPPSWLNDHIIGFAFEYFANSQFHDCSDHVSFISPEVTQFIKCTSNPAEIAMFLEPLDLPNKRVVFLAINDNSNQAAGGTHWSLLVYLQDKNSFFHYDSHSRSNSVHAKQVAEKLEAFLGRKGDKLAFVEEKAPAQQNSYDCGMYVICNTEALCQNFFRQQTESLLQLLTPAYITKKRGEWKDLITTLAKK
# MPTP inh = blocks calcium-induced mitochondrial swelling | isolated mouse mitochondria, Ca2+ swelling absorbance, 30 min | inhibition, % at 10 µM | 360,000 compounds, 1.4% hits;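 active = inhibition of 50% or more, scaled per plate between neutral and stimulator controls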;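 also: 0% = DMSO wells given calcium and 100% = 1 mM EGTA wells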
# PfGluPho inh = PfG6PD (Plasmodium falciparum) enzyme inhibition; PfGluPho enzyme, NADPH resazurin-diaphorase fluorescence; inhibition, % at 20 µM; 350,000 compounds, 0.78% hits;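 active = inhibition reaching at least a set limit at 20 µM in the primary screen, cut at about 59% in these data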;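 also: 0% = DMSO wells with substrate and 100% = DMSO wells lacking glucose-6-phosphate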
# Active calls of the source: *.
1) Cc1ccc(S(=O)(=O)N2C[C@]3(O)C[C@@H]4C(=O)N(c5ccccc5)C(=O)[C@@H]4C[C@]3(OC(=O)NCc3ccccc3)C2)cc1
2) COc1cc(NC(=O)C2=C(C)OCCS2)c(Cl)cc1C(=O)NCCCN1CCCC(C)C1 (configuration not stated)
3) CNC(=O)C[C@H]1C(=O)N(C2CCCCC2)C[C@@H]1c1ccc(Br)cc1
4) Cc1cc(S(=O)(=O)Nc2ccc(C(=O)NC3CC3)cc2)ccc1F
5) O=C(O)CN1C(=O)C2C3CCC(C3)C2C1=O (configuration not stated)
6) O=C1CCC(C(=O)N(CCO)Cc2ccccc2)CN1CCc1cccc(F)c1 (configuration not stated)
assay / entry | 1 | 2 | 3 | 4 | 5 | 6
MPTP inh | -0.4 | 0.3 | -0.3 | -1.8 | -2.5 | 0.1
SENP8 block | -4 | 22 | -2 | 12 | 15 | 19
PfGluPho inh | -8 | -14 | 11 | -11 | -10 | -8

# Single records, from the list above. Values in the order: MPTP inh | SENP8 block | PfGluPho inh
# Cc1cc(S(=O)(=O)Nc2ccc(C(=O)NC3CC3)cc2)ccc1F is listed as -1.8 | 12 | -11
# COc1cc(NC(=O)C2=C(C)OCCS2)c(Cl)cc1C(=O)NCCCN1CCCC(C)C1 (configuration not stated) is listed as 0.3 | 22 | -14
# O=C1CCC(C(=O)N(CCO)Cc2ccccc2)CN1CCc1cccc(F)c1 (configuration not stated) is listed as 0.1 | 19 | -8

# Additional records follow:
7) Cc1ccnc(NCc2cc(Cl)cc(Cl)c2O)c1
8) COCOCCn1cc(CN2CCS(=O)(=O)N(Cc3ccc(-c4ccc(OC)cc4)cc3)C(C)C2=O)nn1 (configuration not stated)
9) Cc1cc(OCC(=O)Nc2nccs2)c2c(C)c(C)c(=O)oc2c1
10) CCOC(=O)c1cc(Cl)c2c(ccc3ccccc32)n1
11) Cc1cccc(CN(Nc2ccccc2)c2ccccc2)n1
12) COc1cccc(/C=C/C(=O)OCC(=O)Nc2ccc3c(c2)OCO3)c1
assay / entry | 7 | 8 | 9 | 10 | 11 | 12
MPTP inh | 2.2 | -0.6 | 1.9 | 0.4 | 0.1 | 0.8
SENP8 block | 7 | -40 | -163 | -20 | 0 | -26
PfGluPho inh | 3 | 19 | 0 | 16 | 8 | 14

# Structures listed so far that have an aryl methoxy group:
2) COc1cc(NC(=O)C2=C(C)OCCS2)c(Cl)cc1C(=O)NCCCN1CCCC(C)C1 (configuration not stated)
8) COCOCCn1cc(CN2CCS(=O)(=O)N(Cc3ccc(-c4ccc(OC)cc4)cc3)C(C)C2=O)nn1 (configuration not stated)
12) COc1cccc(/C=C/C(=O)OCC(=O)Nc2ccc3c(c2)OCO3)c1
assay / entry | 2 | 8 | 12
MPTP inh | 0.3 | -0.6 | 0.8
SENP8 block | 22 | -40 | -26
PfGluPho inh | -14 | 19 | 14

# (list continues)
13) COC(=O)C[C@H]1C[C@H]2c3cc(NC(=O)Nc4ccc(F)cc4)ccc3O[C@H]2[C@@H](CO)O1
14) CC(NC(=O)C(=O)c1cn(CC(=O)N2CCCC2)c2ccccc12)c1ccccc1 (configuration not stated)
15) c1cnc(NCCSSCCNc2ncccn2)nc1
16) COc1cccc(-c2nnn(CC(=O)N(C3CCCCC3)C3CCS(=O)(=O)C3)n2)c1 (configuration not stated)
17) CC(=O)NC(c1ccc(N(C)C)cc1)c1cc(Cl)c2cccnc2c1O (configuration not stated)
18) CCCCCCN1C[C@H](n2cc(COC(=O)c3ccccc3)nn2)[C@@H](O)C[C@@H]1c1ccc(Cl)cc1
assay / entry | 13 | 14 | 15 | 16 | 17 | 18
MPTP inh | -1.4 | -2.4 | -0.5 | -1.0 | 0.8 | 1.2
SENP8 block | 4 | 14 | 19 | 9 | 21 | 1
PfGluPho inh | -3 | -26 | 0 | 0 | -11 | 33

19) CC(=O)CSc1nc2nccnc2[nH]1
20) N#Cc1ccc(CN(Nc2ccccc2)c2ccccc2)cc1
21) CSc1ncnc2c1ncn2CCCN1CCN(c2ccccn2)CC1
22) O=C(CSc1ccc(Cl)cc1)Nc1ccccc1
23) CC1=C(C(=O)N(C)C)CC(CC(=O)NC2CCCC2)C(=O)N1Cc1ccc(F)cc1 (configuration not stated)
24) C[C@H](O)CNC(=O)c1[nH]cnc1C(=O)N[C@@H](C)c1ccccc1
assay / entry | 19 | 20 | 21 | 22 | 23 | 24
MPTP inh | -1.2 | 0.4 | -1.4 | 1.1 | 0.1 | 1.5
SENP8 block | -72 | 13 | 1 | 22 | 14 | 6
PfGluPho inh | 4 | 2 | -22 | -3 | -10 | -12

# Screening data from PubChem BioAssay.

# Some of the compounds tested. The share of hits here may be higher or lower than overall.
